B2AR arrestin = recruits beta-arrestin to the human beta2-adrenergic receptor. P07550. beta-arrestin recruitment to beta2AR, cell-based reporter. Potency, µM (highest dose often 46.1 µM), without a hit: at the highest dose activation, usual class: activators. 330,000 compounds, 0.02% hits;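 further: potency means the concentration at half of the fitted maximal effect; 0% = DMSO controls and full agonism = EC100 isoproterenol or metaproterenol; nearly all actives have a fitted effect of over 65% in size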
PKM2 act = PKM2 (human) enzyme activation; purified PKM2, Kinase-Glo ATP luminescence, activation; response scale: 0% is enzyme alone, no compound; 260,000 compounds, 0.34% hits; Potency, µM (top dose mostly 57.5 µM), for the others: at the highest dose activation, usual class: activators; P14618; further: potency means the concentration at half of the fitted maximal effect; nearly all actives have a fitted effect of over 55% in size
Target sequence (P14618 whole entry, looked up): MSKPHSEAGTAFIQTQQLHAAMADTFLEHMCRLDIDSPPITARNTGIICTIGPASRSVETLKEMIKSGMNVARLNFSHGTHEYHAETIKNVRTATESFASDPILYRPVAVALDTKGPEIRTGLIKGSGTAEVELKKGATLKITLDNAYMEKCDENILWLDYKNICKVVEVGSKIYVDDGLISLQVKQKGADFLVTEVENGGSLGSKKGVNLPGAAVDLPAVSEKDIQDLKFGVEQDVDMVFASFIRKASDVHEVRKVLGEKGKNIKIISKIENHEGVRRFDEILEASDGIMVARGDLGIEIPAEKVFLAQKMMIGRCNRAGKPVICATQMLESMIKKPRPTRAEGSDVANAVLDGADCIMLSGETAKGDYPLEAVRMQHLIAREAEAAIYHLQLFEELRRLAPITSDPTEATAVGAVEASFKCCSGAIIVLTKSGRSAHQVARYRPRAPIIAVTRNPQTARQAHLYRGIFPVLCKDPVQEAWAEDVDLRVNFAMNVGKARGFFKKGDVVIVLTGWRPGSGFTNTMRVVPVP
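Purified hPK-M2 (>95%) run at intermediate activity with 0.1 mM ADP and 0.5 mM PEP in 50 mM imidazole pH 7.2, KCl, MgCl2; 1 h room temperature. ATP formed read by Kinase-Glo luminescence; normalized to uninhibited and no-enzyme controls.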
GALK inhibitor = inhibitors of human galactokinase. P51570. Potency, µM (top dose mostly 57.5 µM), without a hit: top-dose activity change, negative = inhibition, most hits filed as inhibitors. 270,000 compounds, 0.007% hits. Purified GALK, Kinase-Glo residual ATP luminescence; further: potency means the concentration at half of the fitted maximal effect
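Luminescence from leftover ATP (Ultra-Glo luciferase/luciferin) served as read-out after a 1 h room-temperature reaction of 5 nM GALK with 35 uM ATP and 100 uM galactose.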
USP2a block = blocks human ubiquitin-specific protease USP2a; AID 463254; Potency, µM (top dose mostly 38.3 µM), for inactives: top-dose activity change, negative = inhibition, usual class: inhibitors; 330,000 compounds, 0.01% hits; O75604; USP2 core, Ub-CHOP2 coupled fluorogenic reporter, 485/531;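 further: potency means the concentration at half of the fitted maximal effect; plate controls were DMSO wells for no effect and full inhibition by NEM control for full effect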
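Cell-free coupled assay: 10nM USP2 core preincubated 30min RT with compound in Tris-HCl pH 8.0/CaCl2/CHAPS buffer, then 25nM Ub-CHOP2 and 25nM reporter substrate; fluorescence (Ex 485/Em 531) read after 60min RT, normalized to NEM inhibition, concentration-response curves fitted.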
Giardia kill = Giardia lamblia killing; Giardia lamblia trophozoite viability; 340,000 compounds, 0.15% hits; activity change, % at 7.66 µM, hits read low; in the data active means activity change below about -80%; inconclusive means between about -30% and that limit;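 further: parasites exposed to compound for two days anaerobically before the ATP read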
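Anaerobic 48 hrs incubation at 37 deg C of 100 trophozoites/well with test compounds; ATPLite 1-Step luminescence, 15-30 min RT, reports cellular ATP as viability.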
Eya2 inh = blocks the phosphatase activity of human Eya2. recombinant Eya2, OMFP fluorescence dephosphorylation (OMFP is methylfluorescein phosphate). Potency, µM (top dose mostly 76.9 µM), inactives show at the highest dose activity, negative = inhibition, actives largely listed as inhibitors. O00167. 330,000 compounds, 0.006% hits; further: potency means the concentration at half of the fitted maximal effect
Target sequence (O00167 whole entry, looked up): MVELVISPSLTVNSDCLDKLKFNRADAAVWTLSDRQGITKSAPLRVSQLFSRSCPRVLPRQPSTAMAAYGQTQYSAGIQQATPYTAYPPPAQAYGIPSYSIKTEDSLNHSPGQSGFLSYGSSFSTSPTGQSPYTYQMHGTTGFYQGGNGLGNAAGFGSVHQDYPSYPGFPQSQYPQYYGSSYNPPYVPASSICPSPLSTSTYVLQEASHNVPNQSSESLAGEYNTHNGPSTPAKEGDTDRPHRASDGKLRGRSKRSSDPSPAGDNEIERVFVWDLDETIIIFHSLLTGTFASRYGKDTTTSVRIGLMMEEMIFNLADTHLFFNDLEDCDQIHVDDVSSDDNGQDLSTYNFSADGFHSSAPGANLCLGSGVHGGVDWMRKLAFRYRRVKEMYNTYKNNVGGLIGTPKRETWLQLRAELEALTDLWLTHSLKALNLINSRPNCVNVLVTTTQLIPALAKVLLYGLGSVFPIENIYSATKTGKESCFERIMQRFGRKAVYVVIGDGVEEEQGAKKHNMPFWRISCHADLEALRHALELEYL
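Eya2 (0.2 uM) preincubated 10 min at ambient with compound, then OMFP substrate added at 50 uM; 10 min reaction in 50 mM HEPES pH 7.5, 50 mM NaCl, 5 uM MgCl2, 0.05% BSA, 1 mM DTT. Fluorescence read at Ex 485/Em 525 nm.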
uPA generation = cell surface uPA generation inhibition; cell surface uPA generation assay, qHTS; Potency, µM (highest dose often 38.3 µM), without a hit: at the top dose activity change, negative = inhibition, usual class: inhibitors; 330,000 compounds, 0.31% hits; AID 540303; active means well fitted inhibition curve with a large enough effect; inconclusive means small, poorly fitted or top-dose-only effect; inactive means no such curve, though single readings can be large or run the other way; tested in mouse RAW 264.7 cells; further: potency means the concentration at half of the fitted maximal effect; nearly all actives have a fitted effect of over 55% in size
KCNH2 3.1 block = KCNH2 3.1 (human) potassium channel inhibition; U2OS KCNH2 3.1, thallium flux FluxOr; stronger effect = lower value; activity change, % (tested at about 1.8 µM); 340,000 compounds, 0.95% hits; AID 720553;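 active means maximum activity change below -70%; inconclusive means maximum activity change from -70% to -50%; inactive means maximum activity change above -50%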;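 further: thallium influx rate constant from kinetic fluorescence after stimulation buffer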
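Measured as rate of thallium-driven FluxOr signal in transduced U2OS cells carrying the 3.1 channel, read kinetically for 2 min upon stimulation; values are rate constants scaled to DMSO control wells.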
KCNH2 WT inh = KCNH2 (human, wildtype) channel inhibition. Q12809. AID 720551. activity change, % at 1.84 µM. 340,000 compounds, 0.37% hits. U2OS, BacMam KCNH2, thallium flux FluxOr; stronger effect = lower value;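 active means maximum activity change below -70%; inconclusive means maximum activity change between -70% and -50%; inactive means maximum activity change above -50%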
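U2OS cells were transduced with wild-type KCNH2 virus (2.03 x 10^8 / mL) for 4 h at room temperature, then cultured overnight at 37 C. Thallium flux was read with FluxOr dye. Rate constants were normalized to DMSO controls.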
BCR signal inh = blocks chronic active B-cell receptor signaling; Potency, µM (series often up to 46.1 µM), for the others: at the top dose ratio change, negative = lower green/red ratio, usual class: inhibitors; 340,000 compounds, 0.05% hits; ABC-DLBCL IkBa-CBG/CBR reporter, luminescence ratio, 4 h; AID 493014; active means well fitted inhibition curve with a large enough effect in the signal ratio, with a control signal flat, not every such curve was filed as active; inconclusive means small, poorly fitted or top-dose-only effect, or effect the other way, or a change in a side signal; the % refers to the signal ratio;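 further: potency means the concentration at half of the fitted maximal effect; plate controls were basal doxycycline-induced cells for no effect and cells given 10 µM MG132 for full effect; MG132 reads +100%, hits lower the ratio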
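Compounds up to 46 uM were incubated four hours with TMD8 cells whose green CBG68 luciferase is fused to IkappaBalpha; red CBR luminescence normalised the signal, and concentration-effect curves were fitted to fusion, red and ratio data.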
FBPA coupling cs = inhibits coupling enzyme system, counter-screen for aldolase hits | coupling enzyme system counterscreen, AmpLite Red fluorescence | activity change, negative = inhibition, % at 58.2 µM, hits read low | 290,000 compounds, 0.67% hits; in the data active means activity change below about -30%
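Activity here indicates interference with the coupling reaction, not aldolase inhibition. Compounds at 57.5 uM final met coupling enzymes for 10 min at RT; substrate and AmpLite Red detection followed, with a 525/598 nm fluorescence read after 20 min.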
* marks the source's active call; other numbers are inactive results; ? = inconclusive; nt = no result given. Unless noted, the call rests on the fitted dose curve; in most records, active means well fitted curve in the direction sought with a large enough effect; inconclusive means small, poorly fitted or top-dose-only effect, or another doubt; inactive means no such curve, though single readings can be large; an effect the other way counts as inactive or inconclusive. Unless noted, on the % scale 0 is the no-effect control and ±100 the full control effect.

Order of values: B2AR arrestin, PKM2 act, GALK inhibitor, USP2a block, Giardia kill, Eya2 inh, uPA generation, KCNH2 3.1 block, KCNH2 WT inh, BCR signal inh, FBPA coupling cs
> O=c1[nH]c(/C=C/c2ccc(Br)cc2)nc2ccccc12
→ 0.0%, nt, 0.0%, 4.8%, ?, 5.5%, ?, 6.3, -2.7, ?, 0.7
> O=C(COc1ccc(S(=O)(=O)N2CCOCC2)cc1)NCc1ccccc1
→ -0.3%, -0.4%, 2.2%, 2.3%, 13.3, ?, -4.1%, nt, 11.3, -4.2%, nt
> CC(=O)OC[C@H]1O[C@@H](Sc2cccc3cccnc23)[C@H](OC(C)=O)[C@@H](OC(C)=O)[C@@H]1OC(C)=O
→ -0.8%, -2.5%, 1.8%, 0.7%, -13.6, 12.4%, 1.6%, 9.0, 4.3, -8.7%, 7.7
> CCOC(=O)c1nnc(-c2ccc(C)cc2)nc1Sc1cccc(Cl)c1
→ -0.2%, 2.1%, 0.4%, 2.4%, -7.2, -10.0%, -4.6%, -8.7, -9.6, -14.8%, 3.8
> Cc1ccc(NC(=O)CCS(=O)(=O)c2ccc3c(c2)NC(=O)C(C)S3)nc1 (configuration not stated)
→ -0.3%, nt, -1.0%, 5.6%, 21.4, -2.1%, -10.1%, 12.5, -3.1, -3.4%, nt
> N#C/C=C(/c1ccc(F)cc1)N1CCOCC1
→ -0.1%, -7.4%, 0.8%, -1.2%, 20.1, 8.7%, -23.0%, 2.1, -4.7, -19.5%, 1.0
> COc1ccc(C(c2oc(CO)cc(=O)c2O)c2oc(CO)cc(=O)c2O)cc1OC
→ -0.3%, -5.5%, 5.3%, -0.5%, -20.3, -2.2%, 1.5%, -3.2, -3.0, 1.9%, 0.0
> CN(C)S(=O)(=O)c1cccc(-c2nn(-c3ccccc3)cc2/C=C(\C#N)c2nc3ccccc3[nH]2)c1
→ 0.0%, -0.9%, 0.0%, 4.1%, 15.1, -0.4%, 3.9%, -75.6*, 6.0, -11.3%, -1.6
> CSCC[C@H](NC(=O)C1CCN(S(=O)(=O)c2ccc(C)cc2C)CC1)c1nc2ccccc2[nH]1
→ -0.8%, nt, nt, -0.3%, -12.0, -14.4%, -4.1%, -1.3, 3.1, ?, nt
> c1ccc2c(N3CCCCCC3)nc(-c3ccncc3)nc2c1
→ 0.0%, -2.0%, 0.2%, -1.1%, -10.1, -0.2%, 12.6%, 1.0, 1.8, 12.4%, 0.9
> Cc1cc([N+](=O)[O-])nn1CCCC(=O)Nc1cc(Oc2ccc(F)cc2)cc([N+](=O)[O-])c1
→ -1.2%, -1.4%, 0.0%, 4.4%, -1.5, 3.8%, 5.6%, 30.2, -3.5, ?, -1.8
> CN(/C(=N\S(=O)(=O)c1ccccc1)c1ccccc1)c1ccc(O)cc1
→ 0.5%, -2.0%, -2.1%, -0.4%, -4.9, -10.1%, 4.9%, -2.9, -6.9, 0.8%, 0.4
> CCOC(=O)C(=O)/C(=C\N(C)C)c1onc(-c2c(F)cccc2Cl)c1C(=O)OC
→ -0.1%, 19.2%, -1.7%, -0.7%, 10.4, 8.4%, 9.4%, -0.6, 2.6, 5.9%, 4.6
> COC(=O)c1ccc(NS(=O)(=O)NC(=O)c2cn(C)c3ccccc23)cc1
→ 0.2%, nt, -4.9%, 3.8%, 12.1, -1.9%, -22.4%, 3.7, 6.8, -8.6%, 1.3
> O=C(NCCC1=CCCCC1)C(=O)NCC(c1ccco1)N1CCN(c2ccccc2F)CC1 (configuration not stated)
→ -1.2%, 5.1%, 0.8%, 5.7%, 5.0, 2.7%, -3.4%, -1.5, 2.1, ?, -0.4
> COc1ccc(-c2csc(NC(=S)NC(=O)c3cccs3)n2)cc1Br
→ 0.1%, 13.6%, nt, 1.6%, ?, -2.5%, 0.1%, 8.1, -14.2, 0.3%, -0.9
> O=C(CC1Oc2ccccc2NC1=O)NCc1ccccc1 (configuration not stated)
→ 0.1%, 1.1%, 2.0%, -2.2%, -1.5, -2.3%, 0.3%, -2.2, -9.8, 7.2%, -0.4
> COc1cccc(NC(=O)Nc2ccc3nsnc3c2)c1
→ 0.0%, 5.0%, -0.9%, -0.9%, -1.3, -38.8%, -5.0%, 20.0, 15.9, ?, -4.0
> COc1ccccc1CCNC(=O)c1ccc(C)o1
→ 0.0%, -1.9%, -1.3%, 0.9%, 25.9, -9.4%, nt, 1.8, 4.1, 0.3%, 3.3
> Cc1sc2ncnc(NCC(c3ccco3)N3CCCC3)c2c1C (configuration not stated)
→ 0.1%, -4.8%, -1.9%, 2.0%, 19.8, -3.2%, -1.4%, -0.3, 0.0, ?, -0.4
> O=C(O)CCNC(=O)/C(=C\c1ccco1)NC(=O)c1ccco1
→ -0.1%, -4.4%, 5.1%, -0.3%, -23.3, 0.3%, 15.5%, 11.9, 0.5, -0.2%, -10.5
> COc1cccc(-c2ccc(SCc3ccccn3)nn2)c1
→ 0.1%, -9.2%, -0.4%, -12.5%, 2.4, -0.5%, -6.8%, 2.5, -10.1, 0.1%, -1.5
> C=CCNC1=C(Cl)C(=O)c2ccccc2C1=O
→ -1.5%, -5.6%, 1.8%, 2.1%, -4.5, -4.3%, -6.2%, -11.8, 1.6, -0.2%, -35.2*
> O=C(CSc1n[nH]c(C2CCCC2)n1)NC1CCCC1
→ -0.2%, -0.9%, 12.1%, 1.8%, -18.1, 11.0%, -4.0%, -3.0, -3.7, -3.7%, 1.2
> CC1(C)Cc2c(sc3ncnc(N)c23)CO1
→ 0.1%, -1.1%, -3.4%, 2.3%, -20.4, -35.6%, 1.5%, 3.2, 2.0, -14.0%, -0.1
> CN1CCN(C(=O)/C(=C/c2cccs2)NC(=O)c2ccco2)CC1
→ -0.2%, 5.5%, -0.5%, 8.1%, 7.4, -3.3%, 2.5%, -26.1, 18.2, 5.6%, 2.0
> Cc1oc(-c2cccc(Cl)c2)nc1CN1CCC(C(=O)NCC2CCCO2)CC1 (configuration not stated)
→ -1.1%, 0.3%, -1.2%, 1.7%, -9.9, -7.6%, -4.0%, 7.4, -1.7, 0.7%, -1.0
> Cc1ccc(C(=O)NCCCc2ccccc2)c(C)c1
→ 0.4%, 2.1%, 3.6%, 2.8%, ?, -2.0%, -1.0%, 11.6, 0.5, -7.9%, -1.3
> CC(=O)Nc1ccc(S(=O)(=O)NNC(=O)CCc2ccccc2)cc1
→ 0.0%, -1.5%, -2.8%, -0.2%, 7.6, 2.6%, 7.3%, -8.2, -1.2, -0.3%, 3.7
> COC(=O)c1ccc(NC(=O)CN2CCN(c3ccccc3)CC2)cc1
→ 0.0%, -14.1%, 0.5%, -0.4%, 7.7, 13.4%, 0.3%, -6.8, -19.7, 2.7%, 3.4
> COc1ccc(C)cc1N/C(N)=N/c1nc(C)cc(C)n1
→ -0.5%, -13.2%, 5.8%, -10.7%, -3.6, 7.6%, -5.5%, -45.1, 59.9, -0.3%, 1.6
> CN(C)c1ccc(-c2nc3ccccc3c(=O)[nH]2)cc1
→ 0.1%, -22.9%, -2.0%, 0.2%, ?, -0.5%, 1.41µM*, 5.3, 6.8, ?, 1.8
> Cc1ccc(/C=N/NC(=O)CCCOc2ccc(Cl)cc2Cl)cc1
→ -0.3%, 2.5%, -1.5%, 3.2%, -19.0, -5.4%, -9.2%, -12.2, -3.5, 2.9%, -11.4
> Cc1cc(C)n(-c2ccc(C(=O)OCC(=O)c3ccc(Br)s3)cc2)n1
→ -0.1%, 3.3%, 6.2%, 2.7%, -6.2, 5.3%, 3.4%, -5.2, 1.6, -2.8%, 2.3
> Cc1ccc(/C=C/S(=O)(=O)NCC(=O)OCC(=O)NCc2ccccc2)cc1
→ 0.3%, -6.1%, 6.0%, 1.7%, 16.4, 9.4%, -0.9%, 5.7, -4.5, -3.1%, 2.0
> O=C(NCCCN1CCN(c2cccc(Cl)c2)CC1)c1ccc(N2CCCC2=O)cc1
→ -0.1%, -8.2%, 1.5%, 2.3%, 17.6, -2.6%, -3.6%, -35.0, 18.2, ?, 3.7
> Cn1c(CNC(=O)CNC(=O)c2cccc(Cl)c2)cc(=O)n(C)c1=O
→ 0.2%, -3.0%, 8.9%, 2.8%, 23.4, -3.4%, 5.8%, 5.4, 3.1, -1.4%, 2.5
> COCCn1c(C)cc(/C=C2/SC(=O)N(C(C)C(=O)OC)C2=O)c1C (configuration not stated)
→ -0.1%, -0.6%, -3.3%, -0.8%, ?, 10.4%, 11.2µM*, -39.3, -2.7, ?, -6.3
> COc1ccc(-c2coc3cc(OC(C)=O)c(OC)cc3c2=O)cc1
→ -0.1%, nt, nt, -0.8%, -6.9, 4.4%, ?, 6.9, -2.3, 5.0%, nt
> CSC[C@H](NC(=O)COc1cc2c(c3oc(=O)c(C)c(C)c13)CCC(C)(C)O2)C(=O)O
→ -0.7%, nt, 1.3%, -5.2%, -2.0, -8.0%, 0.8%, 8.7, -33.8, -0.2%, 3.7

Screening data deposited in PubChem by National Center for Advancing Translational Sciences (NCATS).
